CHRM5 agonist: CHRM5 agonism in calcium assay. P08912. CHO-K1 hM5 cells, Fluo-8 calcium fluorescence; 0% DMSO wells, 100% maximal acetylcholine response. activation, % at 3 µM. 0.19% of 360,000 active;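 active means activation above the run's mean over test compounds plus 3 SD, cut at about 23% in these data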;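 further: signal is peak over basal fluorescence ratio across the kinetic read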
Target sequence (P08912 whole entry, looked up): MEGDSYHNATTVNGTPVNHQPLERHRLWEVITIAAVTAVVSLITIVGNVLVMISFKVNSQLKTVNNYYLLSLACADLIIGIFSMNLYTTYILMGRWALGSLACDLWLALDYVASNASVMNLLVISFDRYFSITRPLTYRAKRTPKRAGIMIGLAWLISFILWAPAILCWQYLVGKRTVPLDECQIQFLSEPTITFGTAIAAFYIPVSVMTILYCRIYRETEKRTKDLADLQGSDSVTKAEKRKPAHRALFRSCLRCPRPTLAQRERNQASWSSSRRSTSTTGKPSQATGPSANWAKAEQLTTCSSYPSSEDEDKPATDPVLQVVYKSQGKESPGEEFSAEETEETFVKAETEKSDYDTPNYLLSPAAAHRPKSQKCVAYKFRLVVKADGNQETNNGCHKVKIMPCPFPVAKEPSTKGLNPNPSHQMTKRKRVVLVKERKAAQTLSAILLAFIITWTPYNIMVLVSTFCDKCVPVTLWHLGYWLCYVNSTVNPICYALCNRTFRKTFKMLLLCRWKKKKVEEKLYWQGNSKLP
CHRM5 antagonist: antagonists of human muscarinic M5 receptor (CHRM5) | inhibition, % at 3 µM | CHO-hM5 cells, Fluo-8 calcium fluorescence, ACh EC80 | P08912 | 0.59% of 360,000 active;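 active means inhibition above a per-plate cutoff, the mean of that plate's test compounds plus 3 SD, cut at about 27% in these data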;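 further: 0% = acetylcholine EC80 with DMSO and 100% = DMSO without agonist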
TAAR1 antagonist: human TAAR1 antagonism; CHO RD-HGA16 TAAR1, Fluo-8 calcium fluorescence, antagonist; inhibition, % at 3 µM; Q96RJ0; 1.5% of 360,000 active;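 active means inhibition above a per-plate cutoff, the mean inhibition of test compounds on that plate plus 3 SD, cut at about 49% in these data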;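 further: 0% = DMSO plus EC80 beta-PEA response and 100% = DMSO alone without agonist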
Target sequence (Q96RJ0 whole entry, looked up): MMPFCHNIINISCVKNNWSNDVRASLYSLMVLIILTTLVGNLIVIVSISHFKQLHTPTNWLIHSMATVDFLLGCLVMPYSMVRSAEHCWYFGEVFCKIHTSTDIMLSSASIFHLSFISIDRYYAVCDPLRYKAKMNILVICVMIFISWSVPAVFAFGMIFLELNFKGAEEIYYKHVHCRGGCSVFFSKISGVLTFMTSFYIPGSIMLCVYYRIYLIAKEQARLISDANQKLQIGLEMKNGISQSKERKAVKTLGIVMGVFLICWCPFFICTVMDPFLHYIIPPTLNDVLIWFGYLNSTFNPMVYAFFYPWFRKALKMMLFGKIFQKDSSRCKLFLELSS
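System: RD-HGA16 CHO cells with stable hTAAR1 and Gα16 | Probe or stimulus: EC80 β-phenethylamine stimulus | Dosing: 3 µM, single point | Times: Dye loading 75 min at 37 °C, then 30 min room temperature | Measured by: Fluo-8 calcium-sensitive fluorescence | Read-out basis: % inhibition of agonist calcium response | Replicates: n of 1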
CRFR2-BP ag: CRF-BP/CRF-R2 complex agonism; 0.46% of 350,000 active; HEK293 CRF-R2/CRF-BP, calcium dye fluorescence (FLIPR); percent of saturating CRF peptide response; AID 588473; activation, % at 13.2 µM;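 active means activation of at least 50%, plus an integration ratio under a set limit after plate pattern correction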;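 further: plate controls were neutral control wells without compound for no effect and CRF at EC100 for full effect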
M5 PAM: positive allosteric modulators of human muscarinic M5 receptor; P08912; CHO-K1 hM5, Fluo-8 calcium, ACh EC20 PAM; 0% = ACh EC20, 100% = ACh EC100; activation, % at 3 µM; 0.3% of 360,000 active; AID 624038;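 active means activation above the run cutoff, the mean activation of all test compounds plus 3 SD, cut at about 18% in these data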
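Test system: CHO-K1 hM5 cells / Doses: single-point, 3 µM nominal / Times: Post-acetylcholine fluorescence recording 140 s / Technique: Fluo-8 calcium fluorescence / Measure: Max/basal fluorescence ratio as % of EC20–EC100 ACh window / Benchmarks: low control EC20 acetylcholine (0%), high control EC100 acetylcholine (100%) / Replicates: one well per compound, no replicates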
CRFR2-BP antag: CRF-BP/CRF-R2 complex antagonism; HEK293 CRF-R2/CRF-BP, CRF-induced calcium fluorescence; inhibition, % at 11.8 µM; 0.59% of 350,000 active; AID 588475;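 active means inhibition of the ligand-induced calcium signal above about 50% at the single tested concentration, limit read from the data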
CHRM4 PAM: potentiates acetylcholine response at human M4 receptor; P08173; CHO-K1 hM4/Gqi5, Fluo-8 calcium fluorescence, ACh EC20; 0% = ACh EC20, 100% = maximal ACh; activation, % at 3 µM; 0.4% of 360,000 active; AID 624126;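 active means activation above its plate's cutoff, the mean activation of sample wells plus 3 SD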; further: some results filed as inactive read as strong as hits
TAAR1 agonist: agonists of human TAAR1; 0.99% of 360,000 active; activation, % at 3 µM; CHO RD-HGA16 TAAR1, Fluo-8 calcium fluorescence; vehicle wells 0%, saturating PEA agonist 100%; AID 624467;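 active means activation above the mean activation of all test compounds in the run plus 3 SD, cut at about 38% in these data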
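Signal – calcium-sensitive Fluo-8 signal, excitation 470-495, emission 515-575 nm · System – RD-HGA16 (CHO) cells co-expressing Gα16 and hTAAR1 · Incubation – 17-24 h seeding, 75 min 37 °C dye, 30 min RT · Compound dosing – 3 µM single concentration · Repeats – no replicates (n 1)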
CHO-K1 Ca PAM: M1 PAM counterscreen hit in parental CHO-K1 cells; ATP EC20, Fluo-8 calcium fluorescence; 0% at ATP EC20, 100% at ATP max; activation, % at 3 µM; 0.02% of 360,000 active;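 active means activation above the run cutoff, the mean activation of all test compounds plus 3 SD, cut at about 40% in these data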;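 further: peak over basal fluorescence ratio in a 140 s read after ATP addition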
Starred values were filed as active, the others as inactive; / = no result given.

Structure	CHRM5 agonist	CHRM5 antagonist	TAAR1 antagonist	CRFR2-BP ag	M5 PAM	CRFR2-BP antag	CHRM4 PAM	TAAR1 agonist	CHO-K1 Ca PAM
O=S(=O)(Nc1cccnc1Cl)c1ccc(F)cc1	-2	12	-15	-0.4	-3	7	2	3	5
COc1cccc(-n2nnc3c(=O)n(CC(=O)N4CCC(Cc5ccccc5)CC4)cnc32)c1	-1	2	-6	2.1	-3	25	-8	1	-15
Cc1cc(NC(=O)COC(=O)C2CCC(=O)N2)c([N+](=O)[O-])cc1C (stereo unspecified)	0	-4	2	-3.1	5	-2	8	1	7
O=C(O)c1cccnc1NC1CCCC1	2	-3	-18	5.3	-1	-28	3	2	7
COc1ccc(C)cc1S(=O)(=O)N1c2ccccc2CC1C (stereo unspecified)	-5	0	9	-1.1	-3	32	4	1	4
CC(C)CCN1C(=O)c2ccc(C(=O)Nc3ccccc3C(=O)O)cc2C1=O	4	-1	-45	-0.7	6	8	6	2	5
O=C(Oc1c(CN2CCOCC2)cc(Cl)c2cccnc12)c1ccccc1F	-12	4	-9	-4.7	0	12	-5	-1	-18
CC(C(=O)NN)c1ccc([N+](=O)[O-])cc1 (stereo unspecified)	-1	0	-9	-3.9	4	2	-3	3	-11
N#Cc1ccc(-c2nc3c4ccccc4ccn3c2Cc2cccc(Cl)c2)cc1	1	-5	5	/	0	/	7	1	1
COc1ccc(/C=C/C(=O)NCCn2c(C)cc3ccccc32)cc1OC	3	6	32	6.0	-9	11	2	4	9
N#Cc1c(C(F)(F)F)cc(=O)n2c1[nH]c1ccccc12	7	8	1	38	-13	27	1	12	9
O=C(O)C1CCN(C(=O)c2cc(F)cc3c2OCOC3)CC1	0	4	11	4.3	1	-2	2	1	14
O=C(Cn1ncc2c1-c1ccccc1OC2)Nc1ccc(S(=O)(=O)N2CCCCC2)cc1	2	16	3	8.3	-9	-5	0	3	-12
CCCCN1CC(O)=C(c2nc3ccccc3[nH]2)C1=N	-7	3	11	-5.4	-7	-9	-5	-1	11
COc1cccc(N2CCN(c3ccc4nnc(CCC(=O)Nc5ccc(F)cc5)n4n3)CC2)c1	-3	12	2	0.1	-6	11	-4	1	12
CCS(=O)(=O)n1nc(NCc2cccc(OC)c2)nc1NCc1cccc(OC)c1	1	5	7	-1.5	-5	8	0	10	18
COc1ccc(/C=C/C(=O)Oc2ccc(C)c(C)c2)cc1OC	0	3	-14	4.5	0	-13	2	12	15
O=C(CN(c1ccccc1)S(=O)(=O)c1ccccc1)NCCSc1nc2ccccc2s1	2	8	71*	2.6	0	3	-2	14	14
Cc1ccc(S(=O)(=O)N2CCOCC2)cc1NC(=O)CSc1nnc(N)s1	-1	9	-21	0.3	-5	1	2	1	3
CC(Nc1cc(=O)n(C)c(=O)[nH]1)c1ccccc1 (stereo unspecified)	-3	4	-4	-1.7	0	-7	5	1	4
CCCCc1cc(=O)oc2c(C)c(OCC(=O)N3C[C@H]4C[C@@H](C3)c3cccc(=O)n3C4)ccc12	-3	1	-5	1.0	5	-16	0	-1	0
N=c1sccn1CC(=O)Nc1cccc(S(N)(=O)=O)c1	1	-1	-8	2.3	2	11	-3	-1	-1
CC(=O)N1CCC(C(=O)NC2CC(C)(C)Cc3c2cnn3-c2ccc(F)cc2)CC1 (stereo unspecified)	0	-4	-15	-0.3	3	5	1	0	-10
O=CNNC(=O)c1cccc([N+](=O)[O-])c1	-1	-8	-13	1.7	3	20	2	1	29
Cc1cc2oc(=O)cc(CN3CCN(C/C=C/c4ccccc4)CC3)c2cc1O	-5	1	11	/	-4	/	-10	19	4
N#CCCN(C(=O)COc1ccc(Br)cc1F)c1ccc(F)cc1	-1	1	11	-0.6	0	-9	4	0	15
CCOC(=O)Cc1csc(NC(=S)NC(=O)c2ccccc2C)n1	0	2	14	22	-3	18	4	21	8
Cc1cc(OCc2ccc(C(=O)NN=C3CCCC3)cc2)ccc1Cl	6	-11	-2	2.3	0	8	-1	34	17
Cc1ccc(C(=O)C(C)Oc2cccc(NC(=O)c3ccco3)c2)cc1 (stereo unspecified)	-2	-1	11	-1.8	-3	3	-4	9	12
O=C(Nc1sc2c(c1C(=O)O)CCC2)c1cccc(Cl)c1	1	21	-3	-0.3	-13	9	-5	-2	12

(further entries)
Order of values – CHRM5 agonist	CHRM5 antagonist	TAAR1 antagonist	CRFR2-BP ag	M5 PAM	CRFR2-BP antag	CHRM4 PAM	TAAR1 agonist	CHO-K1 Ca PAM
O=C(OCc1c(Cl)cccc1Cl)c1cccnc1Cl
  -8	3	7	-1.7	-5	0	-3	1	15
CCOC(=O)N1CCN(S(=O)(=O)c2c(C)[nH]c(=O)[nH]c2=O)CC1
  -4	-21	6	-1.1	6	11	8	4	11
Cc1cc(C)cc(NC(=O)c2cccc3c2C(=O)N(C2CCCCC2)C3)c1
  -3	-8	/	4.2	11	-8	-3	/	-20
COCCNc1oc(-c2ccccc2Cl)nc1C#N
  0	-4	-18	0.0	3	-7	-4	3	5
CC1CCCCC1NC(=O)c1cn(C)c2ccc(S(=O)(=O)N3CCCC3)cc2c1=O (stereo unspecified)
  -2	3	10	-1.1	-1	-32	16	15	12
Cn1cccc1Cc1nnc(SCC(=O)N2CCCC2)n1CCc1ccccc1
  1	-2	22	0.8	-1	1	6	1	1
Cc1ccccc1C(=O)Nc1cccc(C(=O)Nc2ccccc2C(=O)O)c1
  3	10	4	-0.6	-1	8	2	-1	-21
COc1ccc(NC(C)=O)c(C)c1
  0	17	3	-0.4	-6	-4	2	2	-14
CC1CC1C(=O)N1CCN(S(=O)(=O)c2cc(C(F)(F)F)cc(C(F)(F)F)c2)CC1 (stereo unspecified)
  7	-4	-21	-0.2	-1	6	1	5	10
CCN(CC)CC(=O)Nc1ccc(/C(C)=N/NC2=NCCN2)cc1
  -8	-8	10	-1.4	5	11	5	4	12

Rewritten field by field: 4 of the compounds above
> CCN(CC)CC(=O)Nc1ccc(/C(C)=N/NC2=NCCN2)cc1
- CHRM5 agonist: -8
- CHRM5 antagonist: -8
- TAAR1 antagonist: 10
- CRFR2-BP ag: -1.4
- M5 PAM: 5
- CRFR2-BP antag: 11
- CHRM4 PAM: 5
- TAAR1 agonist: 4
- CHO-K1 Ca PAM: 12
> N=c1sccn1CC(=O)Nc1cccc(S(N)(=O)=O)c1
- CHRM5 agonist: 1
- CHRM5 antagonist: -1
- TAAR1 antagonist: -8
- CRFR2-BP ag: 2.3
- M5 PAM: 2
- CRFR2-BP antag: 11
- CHRM4 PAM: -3
- TAAR1 agonist: -1
- CHO-K1 Ca PAM: -1
> Cn1cccc1Cc1nnc(SCC(=O)N2CCCC2)n1CCc1ccccc1
- CHRM5 agonist: 1
- CHRM5 antagonist: -2
- TAAR1 antagonist: 22
- CRFR2-BP ag: 0.8
- M5 PAM: -1
- CRFR2-BP antag: 1
- CHRM4 PAM: 6
- TAAR1 agonist: 1
- CHO-K1 Ca PAM: 1
> COc1cccc(N2CCN(c3ccc4nnc(CCC(=O)Nc5ccc(F)cc5)n4n3)CC2)c1
- CHRM5 agonist: -3
- CHRM5 antagonist: 12
- TAAR1 antagonist: 2
- CRFR2-BP ag: 0.1
- M5 PAM: -6
- CRFR2-BP antag: 11
- CHRM4 PAM: -4
- TAAR1 agonist: 1
- CHO-K1 Ca PAM: 12

More entries follow.
Order of values – CHRM5 agonist	CHRM5 antagonist	TAAR1 antagonist	CRFR2-BP ag	M5 PAM	CRFR2-BP antag	CHRM4 PAM	TAAR1 agonist	CHO-K1 Ca PAM
CCC(C)(C)NC(=O)CN(C(=O)CNS(=O)(=O)c1ccccc1)c1ccc2c(c1)OCCO2
  -2	2	2	-1.0	-2	-5	10	1	7
COCCN1Cc2cccc(C(=O)Nc3ccc(C)cc3)c2C1=O
  -4	12	-1	0.1	-8	10	-7	-1	-6
CCCNC(=O)N1CCCC(C(=O)c2cccc(Cl)c2)C1 (stereo unspecified)
  -5	-6	-2	-0.8	1	24	5	4	20
CCC(=O)Nc1nc(C)nc(C)c1C(C)=O
  1	-6	2	2.0	-1	-9	-4	3	-6
O=C(CSc1n[nH]c(=O)[nH]c1=O)c1ccccc1
  -2	-3	3	0.0	2	6	-1	9	-4
O=C(CNc1ccc2ccccc2c1)N/N=C/c1cc2ccccc2nc1Cl
  -1	1	13	0.1	-7	-16	-8	1	18
COc1ccc(Nc2nc(N/N=C/c3ccc(N(C)C)cc3)nc(C)c2[N+](=O)[O-])cc1
  -1	13	18	-4.3	-1	-50	10	4	-8
CN1CCN(C2Cc3ccccc3Sc3ccc(Cl)cc32)CC1 (stereo unspecified)
  0	54*	12	-2.4	-18	-21	-19	27	-4
Cc1cccc(COCC(Cc2ccccc2)N2CCN(C(=O)c3ccc(C(F)(F)F)cc3)CCC2=O)c1 (stereo unspecified)
  -2	6	/	4.9	-7	14	-3	/	12
Cc1c(Cl)cccc1NC(=S)NCc1ccc(F)cc1
  -4	12	6	-3.0	-15	5	-12	4	3
COc1ccc(Cc2nc3ccc(C(=O)NCc4cccc(C)n4)cc3o2)cc1OC
  1	2	15	2.0	-2	4	4	3	9
CCCn1c(SCC(=O)NCCCN2CCCC2=O)nc2ccccc2c1=O
  2	-5	-31	-0.6	-2	-2	12	17	18
O=C(O)CC(CC(=O)Nc1ccc(-c2ccccc2)cc1)c1ccccc1 (stereo unspecified)
  -3	3	-6	1.2	-1	5	4	0	-5
CCSc1nsc(NC(=O)Nc2ccccc2OC)n1
  6	-7	23	8.7	4	-33	-2	11	-11
Cc1ccc(C)c(N2CCN(C(=O)c3nn(C)c4c3CS(=O)(=O)c3ccccc3-4)CC2)c1
  2	-4	43	0.6	-6	-9	-8	7	-4
O=C(NNc1c2ccccc2nc2ccccc12)c1cc2ccccc2cc1O
  -2	15	65*	-4.3	-8	53*	-11	11	13
O=C(NC(=S)NNS(=O)(=O)c1ccccc1)c1cccnc1
  -1	-12	5	-2.9	5	41	11	17	-8
COC(=O)Nc1ccc2c(c1)OCO2
  -6	-5	-14	0.0	12	21	2	5	6

From PubChem BioAssay
